Bioassay records (PubChem)
GLP1R inv ag: qHTS of GLP-1 Receptor Inverse Agonists (Inhibition Mode); Glucagon-like peptide 1 receptor (Homo sapiens), P43220; HEK293 GLP-1R CRE-luciferase, luminescence, 24 h; GLP-1R form is constitutively active; Potency, µM (doses to about 38.3 µM), without a hit: top-dose activity change, negative = inhibition, usual class: inhibitors; 1.6% of 410,000 active; AID 624417, 2012; also: potency is read from the fitted curve at half-maximal effect; % is scaled to controls: 0 for no effect and ±100 for the full control effect; nearly all actives have a fitted effect of over 55% in size
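Readout was luciferase luminescence, measured 12 min after detection reagent at room temperature. Beforehand, GLP-1R reporter HEK293 cells had sat 12 h, then received compounds for 24 hr at 37 deg C.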
aSyn rescue: qHTS of alpha-syn Inhibitors; Yeast expressing alpha-synuclein, growth rescue, BacTiter-Glo, 24 h; AID 652106, 2013; Potency, µM (top dose mostly 46.1 µM), inactives show top-dose growth rescue (activation), usual class: activators; 0.14% of 370,000 active; also: potency is read from the fitted curve at half-maximal effect; % of control where 0% means no effect; nearly all actives have a fitted effect of over 65% in size
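Galactose-induced alpha-syn yeast (OD600=0.02, raffinose-pregrown) + pinned cpd, 24 hr, 30 deg C; growth by BacTiter-Glo luminescence. Growth restoration scores as activation.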
DRD3 antagonist: qHTS of D3 Dopamine Receptor Antagonist: qHTS. D3R cells, DiscoveRx beta-arrestin luminescence, antagonist mode; hits give low values. max response, negative = inhibition, %. 2.5% of 360,000 active; in the data active = max response below about -50%; inconclusive = no clear call, values can overlap the other calls; also: % is scaled to controls: 0 for no effect and ±100 for the full control effect; mostly tested at two doses, the higher about 12 µM
Target sequence (P35462 whole entry, looked up): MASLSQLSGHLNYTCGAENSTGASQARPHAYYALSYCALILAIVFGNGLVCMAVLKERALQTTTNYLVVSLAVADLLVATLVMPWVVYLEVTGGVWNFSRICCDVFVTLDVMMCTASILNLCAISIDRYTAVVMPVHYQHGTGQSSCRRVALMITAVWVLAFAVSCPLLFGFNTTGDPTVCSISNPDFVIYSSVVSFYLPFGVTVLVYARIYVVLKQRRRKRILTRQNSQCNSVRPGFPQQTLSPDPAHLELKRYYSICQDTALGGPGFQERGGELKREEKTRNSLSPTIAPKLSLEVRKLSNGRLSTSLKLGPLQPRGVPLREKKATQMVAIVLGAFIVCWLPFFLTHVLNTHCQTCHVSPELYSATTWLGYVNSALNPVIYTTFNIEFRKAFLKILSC
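Cells plated overnight at 1500 cells/well, then exposed to library compounds with dopamine controls for 90 minutes at 37 degrees C. DiscoveRx reagent added for 30–60 minutes at room temperature; luminescence read, quantitative HTS format.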
PTHR1 ag: qHTS for PTHR1 Agonists: Primary Screen. Parathyroid hormone/parathyroid hormone-related peptide receptor (Homo sapiens), Q03431. HEK293 GP2 PTHR1 cells, GloSensor cAMP luminescence, 1 h. Potency, µM (highest dose often 115 µM), for the others: top-dose activation, actives largely listed as activators. 0.075% of 410,000 active. AID 743266, 2014; also: potency is read from the fitted curve at half-maximal effect; nearly all actives have a fitted effect of over 55% in size; some results filed as inactive show a strong effect at the top dose; inactives centre near -15; many of its hits are not listed in these tables
Target sequence (Q03431 whole entry, looked up): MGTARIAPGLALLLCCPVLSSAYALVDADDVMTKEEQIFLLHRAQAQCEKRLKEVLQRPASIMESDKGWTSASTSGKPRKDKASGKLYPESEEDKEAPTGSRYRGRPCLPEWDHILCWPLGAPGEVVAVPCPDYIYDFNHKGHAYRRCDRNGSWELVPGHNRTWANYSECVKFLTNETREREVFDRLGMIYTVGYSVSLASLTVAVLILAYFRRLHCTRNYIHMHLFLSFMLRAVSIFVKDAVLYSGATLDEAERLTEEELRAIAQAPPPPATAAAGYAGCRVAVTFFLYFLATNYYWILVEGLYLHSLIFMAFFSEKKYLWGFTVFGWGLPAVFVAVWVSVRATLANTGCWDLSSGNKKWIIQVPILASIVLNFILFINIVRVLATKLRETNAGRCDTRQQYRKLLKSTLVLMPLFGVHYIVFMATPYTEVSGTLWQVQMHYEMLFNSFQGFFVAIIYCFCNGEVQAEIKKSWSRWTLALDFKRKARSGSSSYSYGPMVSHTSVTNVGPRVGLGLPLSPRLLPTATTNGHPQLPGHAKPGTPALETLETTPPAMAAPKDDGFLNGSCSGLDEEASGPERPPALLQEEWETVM
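HEK-293-derived GP2 cells expressing PTHR1 and a GloSensor cAMP reporter, 3,000/well, plated overnight, given luciferin plus IBMX (each 0.5 mM as added) for 1 h at 37 °C, then compound for 1 h at 37 °C. Luminescence was read after 15 min at room temperature.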
Abeta rescue: qHTS for compounds that reverse cellular toxicity of Amyloid beta (A-beta) peptide in yeast: Primary Screen; yeast expressing A-beta42, growth rescue, OD600, 48 h; response scale: 0% DMSO, 100% iron-clioquinol control; Potency, µM (doses to about 46.1 µM), without a hit: at the highest dose growth rescue, actives largely listed as activators; 0.063% of 410,000 active; also: potency is read from the fitted curve at half-maximal effect; nearly all actives have a fitted effect of over 55% in size
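Yeast growth medium received pinned compounds, then yeast cells expressing toxic A-beta were added; plates incubated at 30 C for 48 hr. Growth read as absorbance at 600 nm, normalized to DMSO and equimolar FeCl3 plus clioquinol controls.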
TDP-43 yeast inh: qHTS of TDP-43 Inhibitors. TDP-43 expressing yeast growth rescue, BacTiter-Glo, 24 h. Potency, µM (titrated, usually from 46.1 µM), for the others: at the top dose growth rescue (activation), hits mostly activators. 1.8% of 410,000 active; also: potency is read from the fitted curve at half-maximal effect; % of control where 0% means no effect; nearly all actives have a fitted effect of over 50% in size
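Growth rescue of TDP-43-toxic yeast measured as ATP luminescence (BacTiter-Glo). Cells grown to mid-log in raffinose, induced in galactose at OD600=0.02, exposed to compound 24 hr at 30 deg C.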
GLP1R ag: qHTS of GLP-1 Receptor Agonists. AID 624172, 2012. Glucagon-like peptide 1 receptor (Homo sapiens), P43220. 0.007% of 380,000 active. HEK293 GLP-1R CRE-luciferase, luminescence, 4-6 h; cells express a hypersensitive GLP-1R form. Potency, µM (series often up to 45.6 µM), for the others: top-dose activation, most hits filed as activators; also: potency is read from the fitted curve at half-maximal effect; % of control where 0% means no effect
FUS yeast rescue: qHTS for Suppressors of FUS Proteinopathy: Primary screen using FUS-linked yeast assay | S. cerevisiae FUS-expressing, growth rescue, OD600, 24 h | Potency, µM (top dose mostly 76.6 µM), for inactives: at the highest dose growth rescue (activation), hits mostly activators | 0.24% of 390,000 active;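 also: potency is read from the fitted curve at half-maximal effect; plate controls were DMSO vehicle for no effect and reference control for full effect; nearly all actives have a fitted effect of over 55% in size; some results filed as inactive show a strong effect at the top dose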
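Steps: raffinose overnight preculture; dilution to OD 0.005 in 2% galactose minimal medium; compound addition (concentration series); 24hr at 30C, 99% humidity; absorbance read at 600 nm.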
pAkt inh: HTS Assay for Inhibitors of Akt Phophorylation: Primary Screen; AID 651550, 2012; 0.32% of 360,000 active; Neuro2A IGF-stimulated pAkt S473 HTRF, 20 min; hits give low values; activity change, % for hits at 50 µM; in the data active = activity change below about -80%; inconclusive = mostly about -51% to -80%; also: % is scaled to controls: 0 for no effect and ±100 for the full control effect
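Single-point screen (50 µM final compound) in Neuro2A cells stimulated 20 min with 6 nM IGF at 37 deg C. After lysis, Ser473-phosphorylated Akt read by HTRF (ex 330 nm, em 615/665 nm) as the 665/615 ratio.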
* = called active by the depositor; i = inactive; ? = inconclusive; . = no result given; & = joins results of further samples; [ ] = another dose, or the depositor's remark. Unless noted, calls follow the shape of the dose curve; as a rule, active = well fitted curve in the direction sought with a large enough effect; inconclusive = small, poorly fitted or top-dose-only effect, or another doubt; inactive = no such curve, though single readings can be large; an effect the other way counts as inactive or inconclusive.

mol | GLP1R inv ag | aSyn rescue | DRD3 antagonist | PTHR1 ag | Abeta rescue | TDP-43 yeast inh | GLP1R ag | FUS yeast rescue | pAkt inh
CCOC(=O)CC(NC(=O)Cn1nnc(-c2ccccc2F)n1)c1ccc(OC)cc1 (stereo unspecified) | -12.2% | -0.4% | -6.5 | -48.1%[inhibitor] | -5.7% | -22.1%[9.22 µM] | 2.2% | 12.0% | i
CC(=O)N1CCN(Cc2nc3cc(NC(=O)c4ccc(F)cc4)ccc3n2C)CC1 | -17.8% | 15.7% | -23.0 | -12.7% | -9.6% | -17.9% | 2.5% | 28.2% | i
COc1ccc(S(=O)(=O)N2CCN(C(=O)C3CCCCC3)CC2)cc1 | -18.2% | -1.6% | 0.7 | -5.7% | -17.3% | 18.2% | 11.3% | 13.9% | i
Nc1nc(Nc2ccccc2Br)nc(C(F)(F)F)n1 | 9.2% | -4.9% | -19.2 | -22.9% | 1.4% | 17.8µM* | 18.5% | -13.8% | i
COc1cc(NC(=O)CCn2nc(C)c(S(=O)(=O)N3CCCCC3)c2C)cc(OC)c1OC | 4.5% | . | . | i | -11.5% | -4.9% | . | 3.2% | .
COc1ccc(OC)c(C(=O)NC(CC(N)=O)c2ccc(NCCN3CCCC3)c([N+](=O)[O-])c2)c1 (stereo unspecified) | 3.4% | 1.1% | 5.0 | -12.6% | 8.1% | 19.8% | -4.9% | 14.4% | i
COc1ccc(NC(=O)c2cc(-c3ccccc3Cl)on2)cc1 | 5.4% | -9.1% | -10.6 | i | 6.3% | 14.4% | 2.4% | -19.3% | i
COc1ccc(NC(=O)CCC(=O)c2ccc(F)cc2)cc1 | 0.6% | 0.6% | 4.0 | i | -4.6% | -2.7% | 10.9% | 15.9% | i
CCOC(=O)c1ccc(NC(=O)CC2NCCNC2=O)cc1 (stereo unspecified) | 2.9%&12.7% | -0.7% | 13.0 | i | -3.3%&-2.0% | 21.3%&-2.8% | 12.0% | 17.0%&5.3% | i
COc1ccc2nc(SCC(=O)N3CCN(c4ccc(F)cc4)CC3)c(C#N)cc2c1 | 44.6%[activator] | 8.1% | -57.7* | -2.7%[57.5 µM] | -2.9% | 17.7% | 3.2% | ? | i
COc1ccc(NC(=O)CSc2nc3c(c(=O)n2-c2ccc(C)cc2)SCC3)c(OC)c1 | 13.6% | -5.5% | 78.5 | -5.2% | -13.3% | -22.7% | 10.0% | -3.1% | i
Cc1cc(Nc2ccc(C(=O)N3CCCCC3)cc2)c2cccc(C)c2n1 | 8.6% | 3.6% | -3.8 | i | -20.4% | 12.1% | -1.7% | -7.6% | i
CCCOc1ccc(C(=O)CCC(=O)OCC(=O)N(CC)c2c(N)n(Cc3ccccc3)c(=O)[nH]c2=O)cc1 | 4.2% | 0.3% | 0.4 | i | -4.2% | 13.7% | 8.8% | 39.0% | i
CCN(C(=O)CCNC(=O)Cn1cnc2ccccc2c1=O)c1cccc(Cl)c1 | -18.6%&3.3% | -2.5% | -12.3 | -3.1% | -1.6%&-3.3% | -3.1%&12.6% | 1.4% | 4.0%&3.4% | i
Cc1cccc(-n2ccnc2SCC(=O)O)c1C | 0.1%[0.307 µM] | 0.6% | -2.7 | i | -6.8% | -7.6% | -6.2% | 2.4% | i
COCCN1C(=O)CCC1(C)C(=O)NC(C)(C)C (stereo unspecified) | 4.4% | -5.2% | -20.0 | -18.0% | -12.8% | 19.2% | -5.6% | -33.2% | i
COC(=O)c1c(NC(C)=O)sc2c1CCCCC2 | 9.6% | 9.7% | 7.2 | i | -12.1% | 2.3% | 0.4% | . | i
O=C(NC(=S)Nc1ccccc1N1CCOCC1)c1sc2ccccc2c1Cl | 8.8% | -8.3% | -5.6 | -24.8% | 1.4% | -5.9% | 2.0% | -15.5% | i
OC1CC2CCC(C1)N2CCCN1c2ccccc2Sc2ccc(Cl)cc21 (stereo unspecified) | 2.82µM* | -10.3% | -101.8* | -16.4% | 10.0% | -14.4% | 8.7% | 19.3% | i
Cc1ccccc1OCC(=O)NC1CCCCCCC1 | ? | 17.4% | -24.2 | -22.7% | -8.7% | 6.2% | 24.8% | 27.3% | i
CC(C)C1C(=O)N(Cc2cn(CC3CCCCC3)nn2)CCS(=O)(=O)N1Cc1ccc(-c2cccc(CO)c2)cc1 (stereo unspecified) | ? | 11.8% | ? | -28.9% | -12.2% | -1.2% | -1.0% | ? | i
COc1ccc(C)cc1NC(=O)CN1CCCN(S(=O)(=O)c2ccc(Br)cc2)CC1 | ? | 8.4% | -22.0 | -19.5%&-9.4% | -33.2%&-53.0%[inhibitor] | -2.7%&-25.5% | 25.5% | 29.0%&24.0% | i
CCOC(=O)C(C)On1c(-c2ccc(Cl)cc2)nc2ccc([N+](=O)[O-])cc21 (stereo unspecified) | ? | -8.6% | 38.5 | -24.4%[57.5 µM] | -29.3% | ? | -10.5% | 24.2% | i
COc1cc(/C=C2\SC(=O)N(CC(=O)Nc3cccc(C)c3)C2=O)cc([N+](=O)[O-])c1O | 1.5% | 1.8% | 38.8 | -23.1% | -10.0% | -10.6% | 0.7% | 0.7% | i
CC(OC(=O)CCN=C1NS(=O)(=O)c2ccccc21)C(=O)Nc1ccc(F)c(F)c1F (stereo unspecified) | 5.6% | -10.5% | -4.2 | 14.6% | 3.7% | -3.8% | 0.2% | 12.4% | i
O=S(=O)(Cc1ccccc1)NCC1CCCN(Cc2ccc(F)c(F)c2)C1 (stereo unspecified) | ? | 3.4% | 0.8 | i | 0.6% | -10.7%[0.397 µM] | 16.9% | -0.5% | i
CNC(=S)N/N=C/c1cc(Br)cc(Br)c1O | ? | 4.3% | ? | i | ? | 9.3% | -1.1% | . | i
COc1ccc(-c2cn3cc(C(F)(F)F)cc(Cl)c3n2)cc1 | ? | 12.6% | 0.7 | -44.7% | ? | ? | 16.0% | -10.8% | i
Cc1c2cnn(CC(=O)NCCCN3CCCCC3C)c(=O)c2c(C)n1Cc1ccccc1 (stereo unspecified) | -1.5% | -1.1% | 10.9 | i | -3.6% | 18.7% | -0.4% | -10.9% | i
COCCN(C(=O)COC(=O)c1ccccc1Oc1ccccc1)c1c(N)n(Cc2ccccc2)c(=O)[nH]c1=O | -25.3% | -1.6% | -5.3 | -6.0% | 4.3% | -15.5% | 5.7% | 43.6% | i
C/C(CC(=O)Nc1cccc(Cl)c1Cl)=N\NC(=O)C(=O)N1CCCC1 | -3.4% | 5.6% | 9.4 | i | -6.1% | 4.0% | 6.1% | 7.7% | i
O=C(Nc1ccccc1C(=O)N1CCOCC1)C1CCC(=O)N1C1CCCC1 (stereo unspecified) | 8.5% | -14.8% | -19.6 | i | 7.2% | -30.3%[inhibitor] | 2.7% | 14.0% | i
CC(C)NC(=O)N(C)C[C@H]1Oc2ccc(NC(=O)Nc3ccccc3)cc2C(=O)N([C@@H](C)CO)C[C@@H]1C | 5.2% | -1.4% | 11.1 | -14.5% | 7.7% | 13.7% | -2.5% | 4.5% | i
O=C(NC1=NCCS1)c1ccc(Cl)c(S(=O)(=O)N2CCOCC2)c1 | 17.6% | 10.0% | 6.5 | i | 5.9% | 9.9% | -5.0% | -23.4% | i
CCN1CCN(c2ccc(NC(=O)c3ccc4c(c3)OCCO4)cc2C)CC1 | 6.31µM* | -1.6% | -6.1 | -18.8% | -11.3% | -8.2% | 6.6% | 11.7% | i
CCOc1ccc(C(=O)NC(=S)Nc2ccccc2N2CCCCC2)cc1[N+](=O)[O-] | ? | -2.1% | -15.0 | i | -1.2% | 21.7% | 1.2% | 30.8% | i
COc1ccccc1N(CN1CCCC1=O)C(=O)c1ccccc1F | 0.0% | -0.3% | ? | -3.5%[57.5 µM] | 6.2% | -19.2% | 3.7% | -0.1% | i
Cc1ccc(-c2onc3ccc(C(=O)/C=C/N(C)C)cc23)cc1 | ? | -52.5%[inhibitor] | 6.7 | -16.4% | -85.8%[inhibitor] | 2.7% | 1.2% | 41.3% | i
CC(Cc1ccccc1)C(=O)N(C)Cc1ccccc1 (stereo unspecified) | -6.6% | 0.5% | ? | 6.1% | -12.5% | -17.4% | 0.9% | 9.3% | i
CC(=O)N1c2ccccc2NC2=C(C(=O)CCC2)C1c1cccnc1 (stereo unspecified) | 18.6% | -6.5% | 13.5 | -16.4% | -1.6% | 15.7% | -2.7% | -1.3% | i
COCCCNC(=O)C1Cc2cc(S(=O)(=O)N3CCCC3)ccc2N1C(C)=O (stereo unspecified) | 9.3% | 0.1% | 14.4 | -15.0% | 0.1% | ? | -3.2% | -22.5% | i

Whole records from above. Screens in order: GLP1R inv ag, aSyn rescue, DRD3 antagonist, PTHR1 ag, Abeta rescue, TDP-43 yeast inh, GLP1R ag, FUS yeast rescue, pAkt inh
Listed for O=C(NC(=S)Nc1ccccc1N1CCOCC1)c1sc2ccccc2c1Cl : 8.8%, -8.3%, -5.6, -24.8%, 1.4%, -5.9%, 2.0%, -15.5%, i
Listed for COc1ccccc1N(CN1CCCC1=O)C(=O)c1ccccc1F : 0.0%, -0.3%, ?, -3.5%[57.5 µM], 6.2%, -19.2%, 3.7%, -0.1%, i

An excerpt; the hit share may differ from the screen's.
